# Rpn11 inh: Rpn11 (human) deubiquitinase inhibition; calls only at 20 µM; 360,000 tested, 0.59% active; O00487; human 26S proteasome, Ub4-pepOG fluorescence polarization; 20S core pre-blocked with epoxomicin; AID 588493;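 active = inhibition at 20 µM, scaled to each plate's controls, above about 33%, limit read from the data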
# CSN inh: CSN deneddylation inhibition. 360,000 tested, 0.38% active. inhibition, % at 12.5 µM. Purified CSN, SCF-Nedd8-OG deneddylation, fluorescence polarization. Q92905;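 active = pattern-corrected inhibition above about 35%, with an unprinted fluorescence ratio check between 0.5 and 1.5, limit read from the data, passing the limit was not always enough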;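 also: 0% = enzyme with substrate and 100% = substrate without enzyme; some results filed as inactive read as strong as hits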
#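 Detection – fluorescence polarization · System – HEK293T-derived human Csn5 enzyme · Controls – substrate-only high control, full reaction low control · Timing – 90 min, room temperature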
# NadD inh: inhibitors of Staphylococcus aureus NadD; purified NadD enzyme, colorimetric absorbance read-out; inhibition, % at 20 µM; 360,000 tested, 0.78% active; in the data active = inhibition above about 26%; also: some compounds past the cut are filed as inactive
# DNMT1 block: blocks human DNA methyltransferase DNMT1. AID 588458. P26358. DNMT1 molecular beacon, Hinp1I cleavage, fluorescence. 360,000 tested, 0.83% active. inhibition (reported as % activation of signal), % at 10 µM; in the data active = inhibition above about 50%
# TbMetRS inhib: Trypanosoma brucei MetRS inhibition; purified T. brucei MetRS, ATP depletion, Kinase-Glo luminescence; inhibition, % at 11.9 µM; 360,000 tested, 0.4% active; AID 624268;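 active = inhibition above a per-plate cutoff of the control wells' mean inhibition plus 3 SD, cut at about 5.5% in these data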;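 also: 0% = DMSO wells median and 100% = median of wells with control inhibitor compound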
#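 Material – parasite MetRS enzyme · Medium – HEPES-MgCl2-KCl buffer plus DTT, spermine, BSA, pyrophosphatase · Reagent – ATP, methionine and E. coli bulk tRNA substrates · Times – 15 min enzyme-compound preincubation, 2 h reaction, 10 min detection, 25 °C · Measured by – luminescence of leftover ATP · Evaluation – percent inhibition relative to median high and low control wells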
# MLLE-PAM2 inh: inhibitors of microRNA-mediated deadenylation, human PABP1 MLLE binding. P11940. GST-MLLE / FITC-PAM2 fluorescence polarization. 360,000 tested, 0.36% active. inhibition, % at 20 µM; in the data active = inhibition above about 35%, passing the limit was not always enough;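 also: plate controls were DMSO wells with GST-MLLE for no effect and wells lacking GST-MLLE protein for full effect; some results filed as inactive read as strong as hits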
# LMPTP block: blocks human LMPTP phosphatase; inhibition, % at 20 µM; AID 651560; 360,000 tested, 0.22% active; recombinant LMPTP-A, OMFP fluorogenic substrate, fluorescence intensity;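 active = compounds that cut the enzyme signal by at least half of the control window in the single-dose screen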;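 also: plate controls were DMSO wells with enzyme plus substrate for no effect and substrate without enzyme for full effect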
# Target sequence (P24666 whole entry, looked up): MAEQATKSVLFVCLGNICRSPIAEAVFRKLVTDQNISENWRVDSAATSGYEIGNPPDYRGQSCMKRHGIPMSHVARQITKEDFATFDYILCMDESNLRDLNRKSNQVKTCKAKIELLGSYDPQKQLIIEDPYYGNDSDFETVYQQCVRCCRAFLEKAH
#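 Material: LMPTP-A; amount: 0.625 nM enzyme; doses: single 20 µM dose; times: reaction 50 min, room temperature, dark; technique: fluorescence intensity of OMFP turnover product; benchmarks: no-enzyme and uninhibited controls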
# STEP inh: blocks human striatal-enriched tyrosine phosphatase; P54829; recombinant STEP, OMFP fluorogenic substrate, fluorescence; inhibition, % at 20 µM; 360,000 tested, 0.25% active;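 active = inhibition at 20 µM, scaled per plate between control wells, above about 37%, limit read from the data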;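 also: 0% = DMSO with enzyme and substrate and 100% = substrate only without enzyme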
# Target sequence (P54829 whole entry, looked up): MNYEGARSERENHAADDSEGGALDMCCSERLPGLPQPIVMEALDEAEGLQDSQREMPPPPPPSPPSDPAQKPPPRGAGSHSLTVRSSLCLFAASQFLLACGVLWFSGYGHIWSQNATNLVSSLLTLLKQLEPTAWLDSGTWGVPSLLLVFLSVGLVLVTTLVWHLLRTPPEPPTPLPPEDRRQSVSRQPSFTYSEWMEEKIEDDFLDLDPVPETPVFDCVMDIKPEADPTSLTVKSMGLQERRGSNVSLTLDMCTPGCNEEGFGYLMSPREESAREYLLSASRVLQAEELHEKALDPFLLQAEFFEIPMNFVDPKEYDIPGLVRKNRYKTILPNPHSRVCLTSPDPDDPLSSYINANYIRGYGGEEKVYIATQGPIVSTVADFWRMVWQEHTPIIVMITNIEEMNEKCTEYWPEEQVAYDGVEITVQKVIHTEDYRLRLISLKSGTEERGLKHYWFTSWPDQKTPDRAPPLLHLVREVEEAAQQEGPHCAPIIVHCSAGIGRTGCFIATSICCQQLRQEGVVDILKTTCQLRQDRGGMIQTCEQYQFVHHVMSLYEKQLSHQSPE
#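 medium = Bis-Tris buffer pH 6.0, 2.5 mM DTT, 0.005% Tween 20 | test system = STEP (striatal-enriched tyrosine phosphatase) enzyme, cell-free | measure = normalized % inhibition | compound dosing = 20 µM, 1% DMSO | also added = 25 µM OMFP | schedule = reaction 20 min, ambient temperature | measured by = fluorescence read at 480 nm ex / 540 nm em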
# Scp-1 inhibitor: inhibitors of human Scp-1 phosphatase. 340,000 tested, 0.88% active. Recombinant Scp1, phosphopeptide, malachite green phosphate absorbance. inhibition, % at 20 µM;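 active = inhibition above about 50% at 20 µM, limit read from the data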;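 also: plate controls were DMSO wells with enzyme for no effect and wells lacking enzyme for full effect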
# Target sequence (Q9GZU7 76-261 limits assumed): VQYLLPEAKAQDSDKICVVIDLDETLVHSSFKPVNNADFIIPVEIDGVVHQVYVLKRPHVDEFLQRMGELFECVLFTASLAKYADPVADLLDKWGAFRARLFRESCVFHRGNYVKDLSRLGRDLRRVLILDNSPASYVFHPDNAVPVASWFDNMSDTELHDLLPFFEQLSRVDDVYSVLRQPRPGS
#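 Test system – truncated SCP-1 phosphatase (76-261aa) · Reagent – Phosphorylated 17-residue peptide substrate · Incubation – 45 min room-temperature reaction, 5 min colour, 30 min stabiliser · Detection – colorimetric phosphate reagent with accelerator and stabiliser, absorbance at 630 nm · Measure – % inhibition at 20 µM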
# SUMO1 PPI mod: SUMO1-SIM interaction modulation | inhibition, % at 20 µM | P63165 | 360,000 tested, 0.33% active | SUMO1 binding to a labelled peptide, TR-FRET, 1 h; in the data active = inhibition above about 37%
# Target sequence (P63165 whole entry, looked up): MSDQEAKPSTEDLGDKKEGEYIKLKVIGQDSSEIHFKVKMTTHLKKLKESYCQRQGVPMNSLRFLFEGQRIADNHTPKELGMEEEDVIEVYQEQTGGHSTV
# The depositor's hits bear a star; i = inactive; nt = no result given; + = active, no number.
SMILES,Rpn11 inh,CSN inh,NadD inh,DNMT1 block,TbMetRS inhib,MLLE-PAM2 inh,LMPTP block,STEP inh,Scp-1 inhibitor,SUMO1 PPI mod
Cc1ccc(C)c(S(=O)(=O)NC2CCS(=O)(=O)C2)c1 (stereo not drawn),i,2,1,2,0.3,10,-0.2,-1,-6,-5
Cc1occc1C(=O)NNC(=S)Nc1cccc([N+](=O)[O-])c1,i,1,-1,0,-0.8,6,-0.3,3,-18,-13
O=C(CCC(=O)c1cccs1)NCC(c1ccc(F)cc1)N1CCOCC1 (stereo not drawn),i,1,-1,-13,-0.1,-8,-1.3,1,-6,4
COC(=O)N/N=C/c1cc(Cl)c(OCc2ccc(F)cc2)c(OC)c1,i,-1,-2,-1,-0.2,-4,1.1,-2,-6,-2
Cc1ccc(C2=N/C(=C\c3cccnc3)C(=O)O2)cc1,i,6,0,0,0.1,-12,-1.3,-2,-1,1
COc1ccc(/C=N/NC(=O)c2c(C)nc3ccc(Br)cn23)cc1OC,i,-1,6,1,0.1,-17,-1.3,-1,8,-6
O=C(N1CCOCC1)N1CCN(Cc2ccccc2)CC1,i,4,1,2,-0.3,3,-0.4,0,-8,3
N/C(=N/O)c1nc(N2CCCCC2)nc(N2CCCCC2)n1,i,2,0,0,0.3,10,0.6,-10,-3,0
Cc1nc2ccc(S(=O)(=O)Nc3ccc(-c4nc5cccnc5s4)cc3)cc2s1,i,-2,10,-8,-0.7,-16,2.1,-4,6,-4
COCc1cc(C)nc2sc(C(=O)Nc3ccccc3OC)c(N)c12,i,-1,0,-1,0.5,17,1.5,-1,-5,-18
N#C/C(=C\c1ccc(-c2cccc([N+](=O)[O-])c2)o1)C(=O)Nc1nc(-c2cccs2)cs1,+,4,42*,7,-0.7,1,1.7,7,0,-9
COc1ccc(Cl)cc1-c1nc(SCC(=O)NCC2CCCO2)n[nH]1 (stereo not drawn),i,-4,-1,1,-0.6,6,-1.8,-2,-3,2
COc1ccc(C(=O)NCCS(=O)(=O)NC(C)c2ccccc2)cc1 (stereo not drawn),i,-2,0,2,-0.4,6,-1.1,-2,-9,3
COCCSc1ccccc1C(=O)Nc1ccc(S(=O)(=O)N2CCOCC2)cc1,i,3,-1,-1,0.2,5,0.5,1,-4,-1
O=[N+]([O-])c1cc2oc3c(c2c(C=NCc2ccncc2)c1O)CCCC3,i,12,20,-16,0.1,14,3.4,4,-8,6
CC(NC(=O)COC(=O)c1cc(=O)c2ccccc2o1)c1ccccc1 (stereo not drawn),i,-3,-4,1,-0.4,19,2.0,-2,-12,-4
CC(=O)Nc1ccc(NC(=O)C(Cc2ccccc2)NC(=O)C2CCC(C)CC2)cc1 (stereo not drawn),i,-2,0,1,0.4,0,-0.8,3,-7,-4
CCOC(=O)N(C)c1c(CC)nc2c(OCc3ccc(S(C)(=O)=O)cc3)cccn12,i,-4,1,-1,-0.6,0,-1.6,-3,nt,-1
O=C(NC1CCN(C(=O)Nc2ccccc2Cl)CC1)c1ccccc1,i,1,-2,-2,-0.3,2,1.9,-5,-6,2
OC1COC(c2ccccc2)OC1C(O)C1OC(c2ccccc2)OCC1O (stereo not drawn),i,2,1,2,-0.2,10,-1.3,-2,-7,1
COC(=O)c1cc(NC(C)=O)ccc1N1CCOCC1,i,-4,3,7,-0.2,3,-0.1,-1,-7,-2
CN(C)c1cc[n+](CC(=O)N2CCCc3ccccc32)cc1,i,-1,3,-2,0.4,1,0.3,-2,-7,3
COc1cccc(Cn2cnc(-c3ccccc3OC)c2C2CC2)c1,nt,-1,8,nt,-0.7,nt,-1.2,nt,nt,2
CC(C)(C)SCCNC(=O)CN(c1ccc(F)c(Cl)c1)S(C)(=O)=O,i,-1,-2,-1,-0.2,-12,-0.2,2,-4,0
COc1ccccc1N1CCN(S(=O)(=O)c2cn(C)nc2C)CC1,i,0,3,2,0.1,-3,-0.4,2,-2,0
# Following part.
SMILES,Rpn11 inh,CSN inh,NadD inh,DNMT1 block,TbMetRS inhib,MLLE-PAM2 inh,LMPTP block,STEP inh,Scp-1 inhibitor,SUMO1 PPI mod
CCCNC(=O)Cn1sc2nc(C)cc(C)c2c1=O,i,-1,-12,2,0.0,21,-0.8,1,-4,1
O=C(NCC1CCCO1)c1onc(CSc2ccccc2)c1C(=O)O (stereo not drawn),i,-2,-2,0,-0.3,-3,0.0,-1,-4,5
CCNC(=O)C1(C)CCN(C(=O)c2ccc(C(F)(F)F)cc2)C1 (stereo not drawn),i,-4,-4,0,-0.1,8,-0.6,-1,nt,1
O=C(NC1(Cc2ccccc2)CCN(Cc2ccc(-c3ccccc3)cc2)C1=O)c1ccccc1 (stereo not drawn),i,-5,12,-10,-0.4,13,7.9,-1,-8,0
Cc1nnc(SCC(=O)NCc2ccccc2)[nH]c1=O,i,-1,-4,1,-0.6,13,1.4,1,1,2
O=C(CCn1cccc1)Nc1cccc(F)c1,i,2,6,-2,0.6,2,-0.6,1,-5,0
CC(=O)c1cc(-c2ccccc2)n(CC(=O)NC(C)(C)C)c1C,i,-3,-4,-1,-0.7,18,-1.5,-1,-8,-1
CCOc1ccc(CCNC(=O)CCNC(=O)c2ccco2)cc1OCC,i,0,-5,7,-0.7,-3,-1.1,-1,5,2
Cc1noc(C)c1COc1ccc(CC(=O)NC2CCCCCC2)cc1,i,6,-1,0,-0.4,-2,0.7,2,-1,-2
N#C/C(=N\Nc1ccccc1)C(N)=S,i,2,0,1,-0.6,37,-0.8,0,14,-18
O=C(COC(=O)c1ccccc1C(=O)c1ccccc1)NCCc1ccccc1,i,1,-5,8,-0.1,-11,-0.8,0,-7,-6
COc1ccc(S(=O)(=O)N2CCOCC2)cc1NC(=O)Cc1ccc2c(c1)OCCO2,i,6,0,-9,0.1,-10,-0.3,1,-4,1
CCC(=O)N1CCc2cc(S(=O)(=O)NCCC(=O)NC3CCCCCC3)ccc21,i,3,-7,-2,-0.1,-7,-1.5,2,-9,2
Cc1ccc(N=C2C(=O)Nc3ccccc32)cc1,i,-5,-6,2,0.1,-4,-0.9,1,-8,-25
Cc1ccc(C(=O)Nc2cc([N+](=O)[O-])ccc2F)s1,i,-5,1,-5,-0.3,1,0.1,0,-7,-13
O=CNc1ccc2c3c(cccc13)-c1ccccc1-2,i,3,-7,9,0.0,47*,0.7,3,-3,-11
Cc1cccc2c(N=Nc3ccc(S(=O)(=O)Nc4ccc(Cl)cc4)cc3[N+](=O)[O-])c(O)[nH]c12,i,-3,33*,0,-0.8,-9,6.7,4,-1,-14
O=c1[nH]cc(S(=O)(=O)Nc2ccc3c(c2)OCO3)c(=O)[nH]1,i,-2,0,-5,-0.3,4,2.3,11,-1,-4
O=C(c1ccccn1)N(Cc1cc2ccccc2[nH]c1=O)C1CCCCC1,i,-2,1,4,-0.1,-12,-0.4,-4,-4,2
CN1CCN(CC(O)COc2ccc(Cl)cc2)CC1 (stereo not drawn),i,-3,0,2,-0.4,6,-2.9,-5,2,1
NNC(=O)c1n[nH]c(=O)c2ccccc12,i,-5,-1,46,-0.2,-12,-1.8,-2,-3,0
O=C(Nc1ccc(OCC(F)(F)C(F)F)c(C(F)(F)F)c1)c1ccccc1,i,-5,-8,-11,-2.4,8,1.7,2,-10,0
CCCCc1ccc(/C=C(\C#N)C(N)=S)s1,i,0,-4,-10,0.1,24,3.0,4,-10,-22
CC1Cc2nc(SCC(=O)NCCc3ccccc3)n(C)c(=O)c2S1 (stereo not drawn),i,1,4,-3,-0.7,26,-0.2,0,-13,-3
O=C(Nc1ccccc1)C1CC2CCCC(C1)C2=O (stereo not drawn),i,2,-1,4,-0.5,-5,-0.9,3,-3,-4

# Compound profiles, from the list above. Screens in order: Rpn11 inh | CSN inh | NadD inh | DNMT1 block | TbMetRS inhib | MLLE-PAM2 inh | LMPTP block | STEP inh | Scp-1 inhibitor | SUMO1 PPI mod
# Profile of `O=C(CCn1cccc1)Nc1cccc(F)c1` = i | 2 | 6 | -2 | 0.6 | 2 | -0.6 | 1 | -5 | 0
# Profile of `Cc1occc1C(=O)NNC(=S)Nc1cccc([N+](=O)[O-])c1` = i | 1 | -1 | 0 | -0.8 | 6 | -0.3 | 3 | -18 | -13
# Profile of `O=C(COC(=O)c1ccccc1C(=O)c1ccccc1)NCCc1ccccc1` = i | 1 | -5 | 8 | -0.1 | -11 | -0.8 | 0 | -7 | -6
# Profile of `COC(=O)c1cc(NC(C)=O)ccc1N1CCOCC1` = i | -4 | 3 | 7 | -0.2 | 3 | -0.1 | -1 | -7 | -2
# Profile of `CC(C)(C)SCCNC(=O)CN(c1ccc(F)c(Cl)c1)S(C)(=O)=O` = i | -1 | -2 | -1 | -0.2 | -12 | -0.2 | 2 | -4 | 0

# (more compounds)
SMILES,Rpn11 inh,CSN inh,NadD inh,DNMT1 block,TbMetRS inhib,MLLE-PAM2 inh,LMPTP block,STEP inh,Scp-1 inhibitor,SUMO1 PPI mod
COC(=O)c1ccccc1NC(=O)COC(=O)c1ccco1,i,-4,-3,5,-0.1,0,0.0,1,0,-1
COc1cc(N2Cc3ccccc3C2)ccc1C=O,i,-1,14,-6,-1.2,-5,1.2,-1,0,7
CCC12CN(S(=O)(=O)c3ccc(C)cc3)CC(CC)(CN(S(=O)(=O)c3ccc(C)cc3)C1)C2=O,i,-17,-6,-11,-0.1,9,1.8,4,-10,1
O=C1C(NS(=O)(=O)c2cccs2)=C(N2CCN(c3cccc(Cl)c3)CC2)C(=O)c2ccccc21,i,-3,30*,-26,-0.1,4,2.5,0,1,-16
O=C(CS(=O)CC(=O)Nc1ccccc1-c1ccccc1)Nc1ccc(F)cc1 (stereo not drawn),i,-3,-3,0,-0.2,2,-0.2,1,-12,2
CCOc1ccc(OCCOCCOc2ccccc2Cl)cc1,i,-15,-4,5,-0.2,7,1.7,-1,-16,2
CC(=O)Nc1ccc(S(=O)(=O)N2CCN(C3CCCCCCC3)CC2)cc1,i,0,-5,-1,-0.9,8,-1.4,2,-1,-1
COc1ccc(C2=Nc3cc(C)ccc3OC2)cc1,i,-1,2,-11,-1.1,-2,2.5,-4,-4,3
N=c1c(C(=O)NC2CCCCC2)cc2c(=O)n3ccccc3nc2n1CCc1ccccc1,i,4,-4,-1,-1.0,-3,1.5,1,-2,-7
O=C(Nc1ccccc1)C1=C[C@H](c2ccccc2)C[C@H](OCc2ccc(CO)cc2)O1,i,0,-4,-6,-0.1,6,-0.3,0,4,-1
CCOC(=O)C1=CN(CC)S(=O)(=O)NC1c1ccc(C(F)(F)F)cc1 (stereo not drawn),i,1,-3,2,-2.0,2,0.3,-3,-4,1

# Screening data as filed in PubChem.
